Source: PubChem
eIF4E 4G PPI: inhibitors of eIF4E and eIF4G interaction in translation initiation | inhibition, % at 21.7 µM | TR-FRET eIF4E-eIF4GI(517-606) binding, 2 h | 0.37% of 220,000 active | P63073+Q04637 | AID 782;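 active = inhibition above about 30%, limit read from the data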;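 note: 0% = full FRET control wells and 100% = background wells lacking eIF4GI fragment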
MDM2 E3 inh: Mdm2 E3 ligase (human) inhibition; Q00987; AID 1230; 0.11% of 210,000 active; signal enhancement, % at 5 µM; cell-based MDM2 ubiquitination luciferase reporter, 2 h; 0 = plate control, 100 = twice control, blank-subtracted;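 active = signal enhancement of 30% or more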;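 note: luminescence tracks abundance of the self-degrading MDM2-luciferase fusion protein; higher signal means inhibition of MDM2 E3 ligase activity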
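Timing – 2 h compound exposure at 37 °C · Assay system – mammalian cells stably expressing self-ubiquitinating, self-degrading MDM2 E3–luciferase fusion · Amount – 2000 cells seeded into each well · Measure – % luminescence enhancement versus blank-corrected plate control mean · Measured by – SteadyLite luminescence, 15 min reagent step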
* = called active by the depositor. These rows are one share of the data; the hit share may differ from the screen's.

Second line of a record – eIF4E 4G PPI	MDM2 E3 inh
NC(=O)[C@H]1CC2(CC(c3cccc(NC(=O)CC(c4ccccc4)c4ccccc4)c3)=NO2)CN1C(=O)c1ccccc1C(=O)c1ccccc1 (stereo not given in full)
→ -7.2	0.4
O=C(c1ccc2c(c1)OCO2)N1CCC2(CC1)Oc1ccc(F)cc1C(=O)C21CC(c2ccc(Cl)cc2)=NO1 (stereo not given)
→ 5.1	-0.3
C#CCCOC(=O)N1C2=NC(C(=O)OC)=C(C(=O)OC)[C@@H]3N(C)c4ccccc4[C@]23C[C@H]1C(=O)OC
→ -1.3	-2.9
C=CCN1C=CC(=O)CC1
→ -2.2	2.4
NC(=O)CC(NC(=O)Cc1cccc2ccccc12)c1ccc(NCc2ccc(F)cc2)c([N+](=O)[O-])c1 (stereo not given)
→ -1.6	10.0
CC(C)c1cc(-c2cc(C(=O)NCc3ccccc3)on2)nc(NCC2CC2)n1
→ 2.9	-5.1
CCOC(=O)N1C2=NC(C(=O)OC)=C(C(=O)OC)[C@@H]3N(C)c4ccccc4[C@]23C[C@H]1C(=O)OC
→ 2.0	13.4
NC1=NC[C@@H](Cc2ccc(O)cc2)N1CCCCC1CCCCC1
→ -1.3	-6.6
COc1cc(O)c(C(CCN2CCCCC2)c2ccc3c(c2)OCO3)c(OC)c1 (stereo not given)
→ -0.7	-7.7
COc1ccc(C2/C=C\CN(C(=O)c3ccccc3)[C@H](Cc3ccccc3)C(=O)N2Cc2ccc(F)cc2)cc1 (stereo not given in full)
→ 60.0*	3.6
COc1cc(OC)c2ccc(=O)oc2c1C(CCN1CCCC1)c1ccc(N(C)C)cc1 (stereo not given)
→ -0.1	-2.8
C[C@@H]1CC=C[C@H]2[C@H]1C(=O)N(Cc1ccccc1)[C@H]2c1ccc(F)c(Br)c1
→ -7.0	11.4
CC(C)(C)c1ccc(C(=O)Nc2ccc(O)c3c(=O)cc(-c4ccccc4Cl)oc23)cc1
→ -4.1	-11.7
COC(=O)CCCC1=CC2=C(c3ccccc3)C(=O)C(C)(OC(=O)C3CCCC3)C(=O)C2=CN1CCc1c[nH]c2ccccc12 (stereo not given)
→ 0.2	-0.4
C=C1CCN([C@H](C(=O)NCc2ccco2)C(C)C)S(=O)(=O)c2ccccc21
→ -2.6	-8.3
CC1(OC(=O)CCc2ccccc2)C(=O)C=C2C=C(c3ccc(C#N)cc3)N(CCc3ccccn3)C=C2C1=O (stereo not given)
→ -2.0	-5.5
CC(C)(C)OC(=O)NCc1ccc(NC(=O)c2nc[nH]c2C(=O)N[C@@H](Cc2ccccc2)C(=O)OC(C)(C)C)cc1
→ -9.4	-8.1
COc1ccc(SC[C@H](CC(C)C)N2CCN(CCc3ccccc3)CCC2=O)cc1
→ -8.9	16.6
C#CCOCCOCCOCCNc1nc(N2CCN(C(=O)[C@H](CCCCN)n3cc([C@@H](N)CO)nn3)CC2)nc(N2CCN(C(=O)[C@H](Cc3cc4ccccc4[nH]3)n3cc([C@@H](N)CO)nn3)CC2)n1
→ -7.8	6.4
O=C1NC[C@H](Cc2ccccc2)N(CCc2cccc(F)c2)C1=O
→ 1.1	0.4

An excerpt from above in order of molar mass, ascending:
Second line of a record – eIF4E 4G PPI	MDM2 E3 inh
C=CCN1C=CC(=O)CC1
→ -2.2	2.4
O=C1NC[C@H](Cc2ccccc2)N(CCc2cccc(F)c2)C1=O
→ 1.1	0.4
NC1=NC[C@@H](Cc2ccc(O)cc2)N1CCCCC1CCCCC1
→ -1.3	-6.6
C=C1CCN([C@H](C(=O)NCc2ccco2)C(C)C)S(=O)(=O)c2ccccc21
→ -2.6	-8.3
CC(C)c1cc(-c2cc(C(=O)NCc3ccccc3)on2)nc(NCC2CC2)n1
→ 2.9	-5.1
COc1cc(O)c(C(CCN2CCCCC2)c2ccc3c(c2)OCO3)c(OC)c1 (stereo not given)
→ -0.7	-7.7
C[C@@H]1CC=C[C@H]2[C@H]1C(=O)N(Cc1ccccc1)[C@H]2c1ccc(F)c(Br)c1
→ -7.0	11.4
COc1cc(OC)c2ccc(=O)oc2c1C(CCN1CCCC1)c1ccc(N(C)C)cc1 (stereo not given)
→ -0.1	-2.8
CC(C)(C)c1ccc(C(=O)Nc2ccc(O)c3c(=O)cc(-c4ccccc4Cl)oc23)cc1
→ -4.1	-11.7
CCOC(=O)N1C2=NC(C(=O)OC)=C(C(=O)OC)[C@@H]3N(C)c4ccccc4[C@]23C[C@H]1C(=O)OC
→ 2.0	13.4
C#CCCOC(=O)N1C2=NC(C(=O)OC)=C(C(=O)OC)[C@@H]3N(C)c4ccccc4[C@]23C[C@H]1C(=O)OC
→ -1.3	-2.9
NC(=O)CC(NC(=O)Cc1cccc2ccccc12)c1ccc(NCc2ccc(F)cc2)c([N+](=O)[O-])c1 (stereo not given)
→ -1.6	10.0
COc1ccc(C2/C=C\CN(C(=O)c3ccccc3)[C@H](Cc3ccccc3)C(=O)N2Cc2ccc(F)cc2)cc1 (stereo not given in full)
→ 60.0*	3.6
O=C(c1ccc2c(c1)OCO2)N1CCC2(CC1)Oc1ccc(F)cc1C(=O)C21CC(c2ccc(Cl)cc2)=NO1 (stereo not given)
→ 5.1	-0.3
CC(C)(C)OC(=O)NCc1ccc(NC(=O)c2nc[nH]c2C(=O)N[C@@H](Cc2ccccc2)C(=O)OC(C)(C)C)cc1
→ -9.4	-8.1
COC(=O)CCCC1=CC2=C(c3ccccc3)C(=O)C(C)(OC(=O)C3CCCC3)C(=O)C2=CN1CCc1c[nH]c2ccccc12 (stereo not given)
→ 0.2	-0.4
NC(=O)[C@H]1CC2(CC(c3cccc(NC(=O)CC(c4ccccc4)c4ccccc4)c3)=NO2)CN1C(=O)c1ccccc1C(=O)c1ccccc1 (stereo not given in full)
→ -7.2	0.4
C#CCOCCOCCOCCNc1nc(N2CCN(C(=O)[C@H](CCCCN)n3cc([C@@H](N)CO)nn3)CC2)nc(N2CCN(C(=O)[C@H](Cc3cc4ccccc4[nH]3)n3cc([C@@H](N)CO)nn3)CC2)n1
→ -7.8	6.4

Next entries follow:
Second line of a record – eIF4E 4G PPI	MDM2 E3 inh
Cc1nc(-c2ccc(Cl)cc2)sc1C1(C)CC(c2cccc([N+](=O)[O-])c2)=NO1 (stereo not given)
→ -3.6	16.4
O=C(NC1CC1)C1=C[C@@H](c2c[nH]c3ccccc23)C[C@@H](OCCCCO)O1
→ 2.6	3.5
O=C1CCN(S(=O)(=O)c2ccccc2)CCN1CCOCc1cccc(F)c1
→ -2.7	8.3
CCCCCN1C/C=C\C(c2ccc(OC)cc2)N(Cc2ccc(F)cc2)C(=O)C1 (stereo not given)
→ -4.5	18.1
O=C(c1ccc2c(c1)OCO2)N1CCC2(CC1)Oc1ccc(Cl)cc1C(=O)C21CC(c2ccc(Cl)cc2)=NO1 (stereo not given)
→ -2.9	13.5
O=C1C2C(c3cccc(/C=C/c4ccccc4)c3)CC=CC2C(c2ccc(C(F)(F)F)cc2)N1Cc1ccccc1 (stereo not given)
→ 1.8	4.1
COc1cc(CCCN2C(=O)C(=O)NC[C@@H]2CCCCN)cc(OC)c1OC
→ -5.0	2.1
c1ccc(C2[C@H]3CN(CC4CCCCC4)[C@H](c4ccccc4)C34CC2(c2ccccc2)C4)cc1 (stereo not given in full)
→ 0.8	10.7
O=C(c1ccc2c(c1)OCO2)N1CCC2(CC1)Oc1ccc(Cl)cc1C(=O)C21CC(c2ccccc2)=NO1 (stereo not given)
→ -4.5	20.7
CC1CCc2nn(CC(=O)NCCCN3CCCC3=O)cc2C1 (stereo not given)
→ 4.6	-15.8
COC(=O)Cn1c(=NC(=O)CSCC(=O)Nc2cc(C)on2)sc2ccccc21
→ -27.1	-4.4
COc1ccc([C@@H]2C=C(C(=O)O)O[C@H](OCCCCO)C2)cc1
→ -4.4	-4.8
Cc1nc(C(=O)N2CCOCC2)sc1C1(C)CC(c2ccccc2)=NO1 (stereo not given)
→ -3.4	3.6
COC(C[C@@H]1O[C@@H]1[C@@H](O)COCc1ccccc1)OC
→ -0.6	-0.3
C#CCOCCOCCOCCNc1nc(N2CCN(C(=O)[C@H](CCC(=O)O)n3cc(C(N)CO)nn3)CC2)nc(N2CCN(C(=O)[C@H](CCCCN)n3cc(C(N)[C@H](C)CC)nn3)CC2)n1 (stereo not given in full)
→ -5.8	-4.5
COc1c(O)cc2oc(-c3ccc(O)cc3)cc(=O)c2c1O
→ 1.7	-40.8
CC(C)=CC(O)C/C(C)=C/COc1ccc2ccc(=O)oc2c1 (stereo not given)
→ -15.6	-17.3
Cc1ccc(C2CC(c3cccc(C)c3)n3ncnc3N2)cc1 (stereo not given)
→ 2.0	-3.9
Cn1c(=O)c2c(ncn2C)n(C)c1=O
→ -18.1	5.6
FC(F)(F)c1cc(CCN2C(=S)NC[C@@H]2CC2CCCCC2)cc(C(F)(F)F)c1
→ -1.7	16.6
CC(O)[C@H]1CNC(=O)C(=O)N1CCc1cccc2ccccc12 (stereo not given in full)
→ -0.3	2.9
COc1ccc2c(c1)CC1c3c(cc4c(c3-2)OCO4)CC[N+]1(C)[O-] (stereo not given)
→ -4.1	-6.7
CC(C)=CCC/C(C)=C/CC/C(C)=C/CC/C(C)=C/CC1=C(C)C(=O)c2ccccc2C1=O
→ -23.8	1.8
C=C(C)C(=O)Nc1cccc(C2=NOC3(C2)C[C@H](C(N)=O)N(C(=O)/C=C/C)C3)c1 (stereo not given in full)
→ 2.8	10.2
CCOC(=O)c1ccc(NC(=O)c2nc[nH]c2C(=O)N[C@H](C)c2ccccc2)cc1
→ 2.3	-0.2
CCC1=C(OC(=O)N(CC)CC)N2C(=O)OC(=NCCc3c[nH]c4ccccc34)[C@]2(C)[C@H]2C1=CC[C@H]1C(=O)NC(=O)[C@H]12
→ 2.7	14.4
C[N+](C)(C)C(Cc1c[nH]c2ccccc12)C(=O)[O-] (stereo not given)
→ -19.5	-36.0
COc1ccc(-c2c([C@H]3[C@H]4C=CC[C@@H](C)[C@@H]4C(=O)N3Cc3ccccc3)ccc3ccccc23)cc1
→ -6.5	5.5
CC[C@@]1(O)C(=O)OCc2c1cc1n(c2=O)Cc2cc3c(N)cccc3nc2-1
→ -3.1	-47.3
CC(CN(C)C)CN1c2ccccc2CCc2ccccc21 (stereo not given)
→ -23.0	3.0
N#Cc1c(NC(=O)c2cc(C3CC3)on2)sc2c1CCC2
→ 1.4	-5.1
N#Cc1ccc(C23CC4(C2)[C@H](CN(P(=O)(c2ccccc2)c2ccccc2)[C@@H]4c2ccccc2)C3c2ccc(Cl)nc2)cc1 (stereo not given in full)
→ 1.2	-18.2
Nc1ccc2nc3n(c(=O)c2c1)CCC3
→ -3.0	-12.7
COc1ccc(NC(=O)c2nc[nH]c2C(=O)N[C@@H](C)c2ccccc2)cc1
→ 3.1	-0.5
O=C(Cn1cc2c(n1)CCCCC2)NCc1ccccc1
→ -0.1	-11.5
CCOC(=O)c1[nH]cnc1C(=O)Nc1cccc(N)n1
→ 0.5	-6.1
COC(=O)C1=C(C(=O)OC)[C@@H]2N(Cc3ccccc3)c3ccccc3[C@@]23C[C@@H](C(=O)OC)N(C(=O)c2cccs2)C3=N1
→ -2.1	7.8
O=C1CCC(=O)N1c1cccc(-c2nc3ccccc3o2)c1
→ -5.2	-7.7
Cc1ccc(C(=O)N2CCC3(CC2)Oc2ccc(Cl)cc2C(=O)C32CC(c3ccc(Cl)cc3)=NO2)s1 (stereo not given)
→ -0.1	-5.2
C[C@@H]1CC=C[C@H]2[C@H]1C(=O)N(Cc1ccccc1)[C@H]2c1ccc2ccccc2c1Br
→ -0.6	-17.5
COC/C=C/C1=CC2=CC(=O)C(C)(OC(=O)C3CCCC3)C(=O)C2=CO1 (stereo not given)
→ 8.0	-14.6
CCn1cc(S(=O)(=O)CC(=O)Nc2cccc(C)c2)c2ccccc21
→ -19.2	-6.2
COC(=O)c1cccc(C23CC4(C2)[C@H](CN(Cc2cccnc2)[C@@H]4c2ccccc2)C3c2ccc(Cl)nc2)c1 (stereo not given in full)
→ -7.0	-6.5
COc1ccc(C2CC(=O)Oc3cc(O)cc(O)c32)cc1 (stereo not given)
→ -17.5	-21.0
